Screening data from PubChem.
SENP6 inh: SENP6 protease inhibitors, primary screen, biochemical, luminescence, uHTS; inhibition, % at 10 µM; AID 2599, 2010; actives 1.8% (n = 330,000); Recombinant SENP6 catalytic domain, aminoluciferin luminescence; Sentrin-specific protease 6 (Homo sapiens), Q9GZR1;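 active means inhibition above about 50% at the single tested dose, limit read from the data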;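 further: plate controls were DMSO wells with enzyme for no effect and DMSO wells lacking enzyme for full effect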
hIAP activ: human IAP activators, primary screen, biochemical, luminescence, uHTS. AID 2524, 2010. activation factor at 10 µM. purified human IAP, CDP-Star luminescence, 30 min; hits give high values; 1 = vehicle-only enzyme, 0 = enzyme-free background. Intestinal-type alkaline phosphatase (Homo sapiens), P09923. actives 0.16% (n = 330,000);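 active means activation factor of the enzyme at least 2-fold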; further: the source names both 10 and 20 µM as test concentration; values of inactives mirror those of a sister screen read the other way
Target sequence (P09923 whole entry, looked up): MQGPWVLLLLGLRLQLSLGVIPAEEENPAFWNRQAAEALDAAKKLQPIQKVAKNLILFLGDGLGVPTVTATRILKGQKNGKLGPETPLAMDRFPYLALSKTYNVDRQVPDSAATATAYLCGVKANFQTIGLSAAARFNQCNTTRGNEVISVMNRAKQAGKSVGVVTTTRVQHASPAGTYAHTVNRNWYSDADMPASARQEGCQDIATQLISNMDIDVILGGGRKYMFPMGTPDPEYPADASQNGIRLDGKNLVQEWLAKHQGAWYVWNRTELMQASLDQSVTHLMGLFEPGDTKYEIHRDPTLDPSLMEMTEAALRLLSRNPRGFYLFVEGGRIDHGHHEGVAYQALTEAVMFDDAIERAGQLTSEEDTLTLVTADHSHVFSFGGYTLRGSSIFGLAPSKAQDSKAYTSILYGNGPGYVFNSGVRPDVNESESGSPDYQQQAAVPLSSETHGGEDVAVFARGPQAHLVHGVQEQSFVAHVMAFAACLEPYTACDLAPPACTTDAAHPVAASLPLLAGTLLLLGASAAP
An asterisk follows results filed as active. This is a subset; the hit share may differ from the screen's.

item | molecule | SENP6 inh | hIAP activ
1 | CC(C)N(C(=O)Cn1cnc2cc([N+](=O)[O-])ccc2c1=O)C(C)C | 4 | 1.1
2 | CCOC(=O)CCCCC(=O)c1[nH]c(=O)[nH]c1C[n+]1ccccc1 | 5 | 1.1
3 | Cc1ccc(Nc2nc(-c3sc(NC(=O)c4cccc(Cl)c4)nc3C)cs2)cc1 | 44 | 1
4 | COCCNC(=O)CNC(c1ccccc1)c1ccccc1 | -14 | 1.1
5 | COC(=O)C(C#N)c1nc2ccccc2nc1N1CCN(Cc2ccc3c(c2)OCO3)CC1 (stereo not given) | -7 | 1.3
6 | Cc1ccc(CN2CCc3c(OCC(=O)Nc4cccc(C)c4C)cccc3C2=O)cc1 | 4 | 0.87
7 | CCOc1ccc(-c2ccc(SCC(=O)N3CCN(c4ccccc4)CC3)nn2)cc1 | 11 | 0.85
8 | COc1ccc(C(=O)CC(c2ccccc2)S(=O)(=O)c2ccc(C)cc2)cc1 (stereo not given) | 1 | 0.9

Next compounds follow:
item | molecule | SENP6 inh | hIAP activ
9 | Cc1cc(C)c2c(=O)c(/C=C3\NC(=S)NC3=O)coc2c1 | -37 | 0.83
10 | Nc1ccc(O)c2ccccc12 | 47 | 0.86
11 | Cc1sc(CO)c(Sc2ccccc2)c1C(=O)O | -2 | 0.96
12 | O=C(NCCNc1ccc2ccccc2c1)c1cccn2c(=O)c3sccc3nc12 | 56* | 0.99
13 | CNC(=O)c1c(N)sc2c1CCCCC2 | 6 | 0.89
14 | COc1ccccc1N1CCN(C(=O)c2ccc3c(c2)NC(=O)C(CSCc2ccccc2C)N3)CC1 (stereo not given) | 6 | 1.2
15 | O=C1CN(c2nc(-c3ccccc3)c3cc(Br)ccc3n2)c2ccccc2N1 | 7 | 1.1
16 | Cc1cc(C)nc(OC(=O)c2ccc(Cl)cc2Cl)n1 | -22 | 0.95

The results go on:
item | molecule | SENP6 inh | hIAP activ
17 | CCOc1ccc(S(=O)(=O)Nc2ccc3c(c2)c2c(n3S(=O)(=O)c3ccc(OCC)cc3)CCCC2=O)cc1 | -23 | 1.1
18 | Cc1ccc(C)c(Cc2c(C)nc3c(C(=O)NCc4ccc5c(c4)OCO5)cnn3c2C)c1 | 17 | 1
19 | Cc1cccc(C(=O)NC2CCCc3ccccc32)c1 (stereo not given) | -7 | 1.1
20 | C=CCN1/C(=C2/SC(=S)N(C)C2=O)Sc2ccccc21 | 26 | 0.98
21 | COc1ccc(O[C@H]2C=C[C@@H](c3ccccc3)O[C@@H]2COC(=O)CC/C(C)=N/O[C@@H](C)c2cc(-c3c(C)cc(C)cc3C)no2)cc1 | -13 | 0.98
22 | O=C(Nc1ccc(Cl)cc1)c1nc[nH]c1C(=O)NCCCNC(=O)c1[nH]cnc1C(=O)Nc1ccc(Cl)cc1 | 14 | 2.1*
23 | O=c1/c(=C/c2ccc(O)cc2)sc2nc3cc(Br)cnc3n12 | -8 | 0.9
24 | COc1ccc(-n2c(SCC(=O)N3CCCC3)nc3ccccc3c2=O)cc1 | 6 | 1

Further records follow.
item | molecule | SENP6 inh | hIAP activ
25 | C/C(=N\NC(=O)C1CC1)c1cccc(NC(=O)c2cccc(Cl)c2)c1 | -12 | 0.99
26 | Cc1cc(C)nc(/N=C2\NC(=O)CC(C(=O)O)N2c2cccc(Cl)c2)n1 (stereo not given) | -13 | 1.3
27 | COc1ccc(N(CC(=O)N/N=C(\C)c2cccs2)S(=O)(=O)c2ccccc2)cc1Cl | 4 | 1
28 | CCOC(=O)CNC(=O)c1cc(C)oc1C | 6 | 1
29 | Cc1ccc(C(=O)NC2=NCCS2)cc1 | 2 | 1
30 | C/C(=N\n1nnnc1Nc1ccccc1)c1ccc(N)cc1 | -20 | 1.1
31 | CCOC(=O)c1cc(C(=O)c2ccccc2O)cn2c(=O)c3c(C)c(C)sc3nc12 | 11 | 0.79
32 | Nc1nc2nc(SCC(=O)N3CCCc4ccccc43)[nH]c2c(=O)[nH]1 | -1 | 0.92

(next part)
item | molecule | SENP6 inh | hIAP activ
33 | O=C(Nc1ccc2c(c1)OCO2)[C@@H]1[C@@H]2C(=O)N(C3CCCCC3)C(=O)[C@@H]2C2c3ccccc3C=CN21 (stereo not given in full) | 21 | 0.99
34 | CCn1c(SCC(=O)N=Nc2c(O)[nH]c3ccccc23)nnc1-c1ccc(C(C)(C)C)cc1 | 2 | 0.87
35 | O=C1C(=O)N(CCc2c[nH]c3ccccc23)C(c2cccnc2)/C1=C(/O)c1ccccc1 (stereo not given) | -12 | 1.1
36 | Cc1ccc2nc(-c3ccc(NC(=O)CN(C)S(=O)(=O)c4ccccc4)cc3)sc2c1 | -1 | 1.1
37 | CCOc1cc2nc(-c3ccc(OC)c(OC)c3)nc(N3CC(C)OC(C)C3)c2cc1OC (stereo not given) | 2 | 0.94
38 | Cc1ccc(-c2nn(-c3ccccc3)cc2C(=O)O)o1 | 0 | 0.88
39 | O=C(Nc1nnc(-c2cccnc2)o1)c1cccc([N+](=O)[O-])c1 | -9 | 0.98
40 | O=C(CSc1nncn1-c1ccccc1)Nc1cccc(S(=O)(=O)N2CCCCC2)c1 | -2 | 0.85

19 of the compounds above, with two lines to a compound:
Each structure is followed by: SENP6 inh | hIAP activ
(1) CC(C)N(C(=O)Cn1cnc2cc([N+](=O)[O-])ccc2c1=O)C(C)C
    4 | 1.1
(2) CCOC(=O)CCCCC(=O)c1[nH]c(=O)[nH]c1C[n+]1ccccc1
    5 | 1.1
(3) Cc1ccc(Nc2nc(-c3sc(NC(=O)c4cccc(Cl)c4)nc3C)cs2)cc1
    44 | 1
(4) COCCNC(=O)CNC(c1ccccc1)c1ccccc1
    -14 | 1.1
(5) COC(=O)C(C#N)c1nc2ccccc2nc1N1CCN(Cc2ccc3c(c2)OCO3)CC1 (stereo not given)
    -7 | 1.3
(6) Cc1ccc(CN2CCc3c(OCC(=O)Nc4cccc(C)c4C)cccc3C2=O)cc1
    4 | 0.87
(7) CCOc1ccc(-c2ccc(SCC(=O)N3CCN(c4ccccc4)CC3)nn2)cc1
    11 | 0.85
(8) COc1ccc(C(=O)CC(c2ccccc2)S(=O)(=O)c2ccc(C)cc2)cc1 (stereo not given)
    1 | 0.9
(9) Cc1cc(C)c2c(=O)c(/C=C3\NC(=S)NC3=O)coc2c1
    -37 | 0.83
(10) Nc1ccc(O)c2ccccc12
    47 | 0.86
(11) Cc1sc(CO)c(Sc2ccccc2)c1C(=O)O
    -2 | 0.96
(12) O=C(NCCNc1ccc2ccccc2c1)c1cccn2c(=O)c3sccc3nc12
    56* | 0.99
(13) CNC(=O)c1c(N)sc2c1CCCCC2
    6 | 0.89
(14) COc1ccccc1N1CCN(C(=O)c2ccc3c(c2)NC(=O)C(CSCc2ccccc2C)N3)CC1 (stereo not given)
    6 | 1.2
(15) O=C1CN(c2nc(-c3ccccc3)c3cc(Br)ccc3n2)c2ccccc2N1
    7 | 1.1
(16) Cc1cc(C)nc(OC(=O)c2ccc(Cl)cc2Cl)n1
    -22 | 0.95
(17) CCOc1ccc(S(=O)(=O)Nc2ccc3c(c2)c2c(n3S(=O)(=O)c3ccc(OCC)cc3)CCCC2=O)cc1
    -23 | 1.1
(18) Cc1ccc(C)c(Cc2c(C)nc3c(C(=O)NCc4ccc5c(c4)OCO5)cnn3c2C)c1
    17 | 1
(19) Cc1cccc(C(=O)NC2CCCc3ccccc32)c1 (stereo not given)
    -7 | 1.1

Next records.
item | molecule | SENP6 inh | hIAP activ
41 | CCOc1ccc(C2C=C(c3ccccc3)Nc3ncnn32)cc1 (stereo not given) | -15 | 0.96
42 | Cc1[nH]nc(N)c1N=Nc1ccc(Br)cc1 | -38 | 1.5
43 | Cc1ccc(/C=C/C(=O)NCc2ccco2)o1 | -11 | 0.88
44 | CCN(Cc1cc2ccc(C)cc2[nH]c1=O)C(=O)c1cccnc1 | -15 | 0.73
45 | Brc1ccccc1-c1nc(-c2ccccc2)no1 | 97* | 1.2
46 | Oc1ccc(C=Nc2ccc3ncccc3c2)c(O)c1 | 84* | 1.2
47 | COc1cc(CCC(=O)N2CCN(c3ccc(N4CCOCC4)nn3)CC2)cc(OC)c1OC | 4 | 0.96
48 | COc1ccc(CCNC(=O)C2CCCCC2C(=O)O)cc1OC (stereo not given) | 9 | 0.97

(next part)
item | molecule | SENP6 inh | hIAP activ
49 | CCNC(=S)N/N=C/c1ccc(F)cc1 | -15 | 1
50 | CCc1ccc(N2C(=O)c3cc(N4CCOCC4)c([N+](=O)[O-])cc3C2=O)cc1 | 5 | 0.92
51 | C#CCOCCOCCOCCNc1nc(N2CCN(C(=O)[C@H]([C@@H](C)CC)n3cc([C@@H](N)CO)nn3)CC2)nc(N2CCN(C(=O)[C@H]([C@@H](C)CC)n3cc([C@@H](N)CO)nn3)CC2)n1 | 2 | 1
52 | CCN(CC)C(=O)c1sc(NC(=O)c2ccc(OC)c([N+](=O)[O-])c2)c(C#N)c1C | -18 | 1.1
53 | CC1=NNC(=O)C1C(c1ccccc1)C1C(=O)NN=C1C (stereo not given) | 8 | 1
54 | CN(C(=O)CSc1nc2c(cnn2-c2ccccc2)c(=O)[nH]1)C1CCS(=O)(=O)C1 (stereo not given) | -12 | 1.2
55 | Cc1ccccc1C1C(C#N)=C2NC(=O)c3c(sc4c3CCCCC4)N2C2=C1C(=O)CC(C)(C)C2 (stereo not given) | 13 | 1.1
56 | CCOCC(=O)Nc1c(C)n(C)n(-c2ccccc2)c1=O | 5 | 0.94

New compounds follow:
item | molecule | SENP6 inh | hIAP activ
57 | CC(=O)Cc1nnn(-c2cc(C)on2)n1 | -5 | 1.2
58 | S=c1[nH]nc(-c2ccco2)n1/N=C/c1ccccn1 | -7 | 0.82
59 | Cn1c(=O)c(C(=O)COC(=O)c2cc(-c3ccco3)nc3ccccc23)c(N)n(CC2CC2)c1=O | -32 | 0.84
60 | COC(=O)CCCC1=CC2=CC(=O)C(C)(O)C(=O)C2=CO1 (stereo not given) | -4 | 0.73
61 | CC(CCc1ccccc1)NC(=O)/C=C/c1ccc(F)cc1 (stereo not given) | -7 | 1
62 | O=C(Nc1ccccc1-c1nc2ccccc2[nH]1)c1sc2ccccc2c1Cl | -4 | 0.93
63 | COC(=O)c1nc(NC(C)=O)n[nH]1 | 4 | 0.83
64 | CC(C)C1CCC(C(=O)N[C@H](Cc2ccccc2)C(=O)O)CC1 (stereo not given in full) | -6 | 1.2

Remaining list, next part.
item | molecule | SENP6 inh | hIAP activ
65 | CN1C(=O)N(C)C2(c3ccccc3)Nn3c(s/c(=C/c4ccccc4F)c3=O)=NC12c1ccccc1 (stereo not given) | -19 | 1
66 | CN(C)CCN1C(=O)C(O)=C(C(=O)c2cc3ccccc3o2)C1c1ccccn1 (stereo not given) | 7 | 0.68
67 | C[C@H](NC(CCc1ccccc1)C(=O)O)C(=O)N1CCC[C@H]1C(=O)O (stereo not given in full) | 7 | 1.3
68 | COc1ccc(NC(=O)CSc2nc3ccccc3c(=O)n2Cc2cccs2)c(OC)c1 | -2 | 0.97
69 | CCN(C(=O)c1cc2ccccc2o1)C12CC3CC(CC(C3)C1)C2 | -21 | 0.96
70 | O=C(O)c1cc(Cl)c(Cl)cc1C(=O)Nc1cccnc1 | 9 | 1.1
71 | COc1ccc(CNc2ccc3c(c2)CCC3)cc1OC | -25 | 0.93
72 | Cc1ccccc1CC1S/C(=N/N=C/c2ccco2)NC1=O (stereo not given) | -11 | 0.79
73 | COc1ccc(C)cc1NC(=O)C(Sc1ccccc1)c1ccccc1 (stereo not given) | -6 | 1.1
74 | CCCCC1=CC2=C(c3ccco3)C(=O)C(C)(OC(=O)c3ccc(OC)cc3)C(=O)C2=CN1Cc1ccc(OC)cc1 (stereo not given) | -11 | 0.95
